# Source: PubChem BioAssay
# SUMO1-SIM PPI: modulators of SUMO1 protein-protein interactions, primary screen, biochemical, uHTS | Small ubiquitin-related modifier 1 (Homo sapiens), P63165 | SUMO1 binding to a labelled peptide, TR-FRET, 1 h | inhibition, % at 20 µM | 360,000 compounds, 0.33% hits; in the data active = inhibition above about 37%
# Target sequence (P63165 whole entry, looked up): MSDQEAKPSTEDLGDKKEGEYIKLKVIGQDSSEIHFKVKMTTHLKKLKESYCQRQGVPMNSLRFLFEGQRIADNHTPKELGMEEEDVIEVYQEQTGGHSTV
# LMPTP inh: LMPTP phosphatase inhibitors, primary screen, biochemical, fluorescence intensity, uHTS. Low molecular weight phosphotyrosine protein phosphatase (Homo sapiens), P24666. recombinant LMPTP-A, OMFP fluorogenic substrate. inhibition, % at 20 µM. 360,000 compounds, 0.22% hits. AID 651560, 2012;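 active = compounds that cut the enzyme signal by at least half of the control window in the single-dose screen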;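 also: plate controls were DMSO wells with enzyme plus substrate for no effect and substrate without enzyme for full effect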
# Target sequence (P24666 whole entry, looked up): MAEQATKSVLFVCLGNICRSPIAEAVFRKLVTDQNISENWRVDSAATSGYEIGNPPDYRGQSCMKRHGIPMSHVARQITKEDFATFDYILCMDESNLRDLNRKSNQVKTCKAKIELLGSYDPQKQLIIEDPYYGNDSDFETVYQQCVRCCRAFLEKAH
#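 Test system: LMPTP-A, protein tyrosine phosphatase of low molecular weight; Input: 0.625 nM enzyme; Incubation: 50 min dark incubation at room temperature; Signal: endpoint fluorescence intensity from OMFP dephosphorylation; Read-out basis: % inhibition versus control wells.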
# STEP inh: STEP phosphatase inhibitors, primary screen, biochemical, fluorescence intensity, uHTS. AID 588621, 2011. 360,000 compounds, 0.25% hits. recombinant STEP, OMFP fluorogenic substrate. inhibition, % at 20 µM;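 active = inhibition at 20 µM, scaled per plate between control wells, above about 37%, limit read from the data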;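 also: 0% = DMSO with enzyme and substrate and 100% = substrate only without enzyme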
# Target sequence (P54829 whole entry, looked up): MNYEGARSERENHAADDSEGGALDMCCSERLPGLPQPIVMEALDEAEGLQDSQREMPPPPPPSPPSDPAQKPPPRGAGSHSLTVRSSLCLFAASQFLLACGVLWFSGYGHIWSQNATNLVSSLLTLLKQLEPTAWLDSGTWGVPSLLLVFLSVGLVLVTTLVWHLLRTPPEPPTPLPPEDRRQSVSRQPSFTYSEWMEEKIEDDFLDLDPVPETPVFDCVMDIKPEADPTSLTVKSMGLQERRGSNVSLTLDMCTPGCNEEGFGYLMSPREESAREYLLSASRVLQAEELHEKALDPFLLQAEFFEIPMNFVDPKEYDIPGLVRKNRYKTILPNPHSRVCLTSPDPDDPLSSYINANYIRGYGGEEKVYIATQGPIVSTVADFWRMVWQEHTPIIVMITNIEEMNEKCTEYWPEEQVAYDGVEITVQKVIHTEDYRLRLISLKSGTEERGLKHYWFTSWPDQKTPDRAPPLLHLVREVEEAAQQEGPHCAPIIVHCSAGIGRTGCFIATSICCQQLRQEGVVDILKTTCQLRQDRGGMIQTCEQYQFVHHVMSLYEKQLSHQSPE
#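 medium = Bis-Tris buffer pH 6.0, 2.5 mM DTT, 0.005% Tween 20 | test system = STEP (striatal-enriched tyrosine phosphatase) enzyme, cell-free | measure = normalized % inhibition | compound dosing = 20 µM, 1% DMSO | also added = 25 µM OMFP | schedule = reaction 20 min, ambient temperature | measured by = fluorescence read at 480 nm ex / 540 nm em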
# DNMT1 inh: human DNMT1 methyltransferase inhibitors, primary screen, biochemical, molecular beacon, fluorescence, HinP1I cleavage, uHTS. 360,000 compounds, 0.83% hits. inhibition (reported as % activation of signal), % at 10 µM. DNA (cytosine-5)-methyltransferase 1 (Homo sapiens), P26358; in the data active = inhibition above about 50%
# CendR NRP1 mod: modulators of CendR peptide binding to NRP-1, primary screen, biochemical, fluorescence polarization, uHTS; FAM-RPARPAR peptide binding to NRP-1; inhibition, % at 25 µM; 360,000 compounds, 0.85% hits; AID 602438, 2012;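 active = inhibition or corrected inhibition above about 18%, plus a signal ratio from 0.5 to 1.5, limit read from the data, passing the limit was not always enough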; also: strong numbers were not always called active
# MsrA inh: bovine MsrA enzyme inhibitors, primary screen, biochemical, absorbance, HTS; Methionine sulfoxide reductase A (Bos taurus); purified bovine MsrA, absorbance read-out; AID 651718, 2012; inhibition, % at 15.5 µM; 360,000 compounds, 0.75% hits; in the data active = inhibition above about 4.5%;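 also: 0% = vehicle wells with enzyme and 100% = reference inhibitor wells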
# E coli Lon inh: inhibitors of E. coli Lon protease, primary screen, biochemical, fluorescence polarization | purified E. coli Lon protease | inhibition, % at 7.94 µM | 360,000 compounds, 0.42% hits | AID 602123, 2011; in the data active = inhibition above about 13%, passing the limit was not always enough;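 also: 0% = enzyme with probe and DMSO and 100% = no enzyme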
# MsrA act: bovine MsrA enzyme activators, primary screen, biochemical, absorbance, HTS; activation, % at 10.6 µM; purified bovine MsrA, absorbance read-out; Methionine sulfoxide reductase A (Bos taurus); 360,000 compounds, 0.3% hits; in the data active = activation above about 7.5%;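 also: 0% = vehicle and 100% = reference activator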
# Scp-1 inhibitor: Scp-1 phosphatase inhibitors, primary screen, biochemical, colorimetric, uHTS. Carboxy-terminal domain RNA polymerase II polypeptide A small phosphatase 1 (Homo …. Recombinant Scp1, phosphopeptide, malachite green phosphate absorbance. inhibition, % at 20 µM. 340,000 compounds, 0.88% hits;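 active = inhibition above about 50% at 20 µM, limit read from the data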;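 also: plate controls were DMSO wells with enzyme for no effect and wells lacking enzyme for full effect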
# Target sequence (Q9GZU7 76-261 limits assumed): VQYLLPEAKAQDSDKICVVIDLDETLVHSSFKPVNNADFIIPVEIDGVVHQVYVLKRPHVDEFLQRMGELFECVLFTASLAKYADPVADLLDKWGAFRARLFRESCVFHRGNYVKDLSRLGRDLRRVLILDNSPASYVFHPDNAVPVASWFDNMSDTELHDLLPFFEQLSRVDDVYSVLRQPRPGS
#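 Assay system: SCP-1 catalytic fragment, aa 76-261 | Buffer or medium: Tris acetate buffer pH 5.5 with MgCl2 and Tween-20 | Compound: One concentration, 20 µM, with 1.0% DMSO | Also added: Phospho 17-mer peptide substrate | Signal: Absorbance at 630 nm | Incubation: 45 min enzyme reaction at room temperature | Measure: % inhibition of SCP-1 phosphate liberation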
# TbMetRS inhib: T. brucei MetRS inhibitors, primary screen, biochemical, luminescence. 360,000 compounds, 0.4% hits. inhibition, % at 11.9 µM. methionyl-tRNA synthetase (Trypanosoma brucei brucei). AID 624268, 2012. purified T. brucei MetRS, ATP depletion, Kinase-Glo luminescence;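 active = inhibition above a per-plate cutoff of the control wells' mean inhibition plus 3 SD, cut at about 5.5% in these data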;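 also: 0% = DMSO wells median and 100% = median of wells with control inhibitor compound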
#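 Material – parasite MetRS enzyme · Medium – HEPES-MgCl2-KCl buffer plus DTT, spermine, BSA, pyrophosphatase · Reagent – ATP, methionine and E. coli bulk tRNA substrates · Times – 15 min enzyme-compound preincubation, 2 h reaction, 10 min detection, 25 °C · Measured by – luminescence of leftover ATP · Evaluation – percent inhibition relative to median high and low control wells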
# Starred values were filed as active, the others as inactive; · = not tested or not shown.
SMILES,SUMO1-SIM PPI,LMPTP inh,STEP inh,DNMT1 inh,CendR NRP1 mod,MsrA inh,E coli Lon inh,MsrA act,Scp-1 inhibitor,TbMetRS inhib
O=C(CCCc1nc2ccccc2s1)NNC(=O)CCN1CCN(Cc2ccccc2)CC1,4,-1.3,-2,0,2,-0.3,6,-5,-7,-1.4
COc1cc(CNC(=O)C2CC2)ccc1OCc1ccccc1,6,-1.3,1,-1,10,-0.4,-8,-6,-7,-1.1
O=C(CN1C(=O)NC2(CCCc3ccccc32)C1=O)NCc1ccco1 (centres undefined),1,0.6,-5,1,5,-0.8,-8,4,-3,-0.3
O=C(NCc1ccccc1)c1ccc(CSc2ccccc2)o1,-1,-0.1,9,-3,-5,0.9,-2,-3,-17,-0.2
CCOc1ccc(CCNC(=O)COC(=O)COc2ccc(Br)cc2)cc1OCC,-1,-0.4,1,-3,6,-1.2,-4,-3,-10,0.1
CCS(=O)(=O)N1CCCC(C(=O)Oc2ccc(Br)cc2)C1 (centres undefined),-2,0.9,1,1,-5,0.8,-6,-2,-5,0.3
S=C(NCc1cccs1)Nc1cccc(Cl)c1,2,0.3,0,-4,2,·,5,-5,-7,2.5
COc1ccc(C(CNC(=O)C2CC(=O)N(Cc3ccccc3)C2)N2CCCC2)cc1 (centres undefined),-38,-9.0,-2,-4,-29,0.0,-1,-1,-4,-0.2
CCOC(=O)N1CCN(C(=O)c2cc(-c3ccc(F)cc3)[nH]c2C)CC1,-3,-1.1,3,1,-6,-0.5,-3,-2,-2,-0.4
CCOC(=O)c1ccc(Nc2ncnc3ccc(C)cc23)cc1,-2,0.1,-2,-1,-1,2.5,-6,-3,-10,-0.7
CCN(CC)CCCC(C)NC(=O)c1c(NC(=O)c2ccccc2)sc2c1CCCC2 (centres undefined),-2,-0.6,2,-9,3,0.1,6,-3,-5,-0.5
Cc1cc(/C=C2/SC(=S)N(c3ccc([N+](=O)[O-])cc3)C2=O)c(C)n1-c1cccnc1,-14,2.4,4,-3,-30,1.4,-2,-5,3,-0.8
Cc1ccc(S(=O)(=O)NNC(=S)Nc2ccc(Cl)cc2)cc1,2,0.4,2,0,7,-0.4,-2,-1,-9,0.4
COc1ccccc1C(=O)Nc1nnc(SCC(=O)NC2CCCC2)s1,-3,2.3,2,1,-2,·,-3,-7,-2,-0.3
COc1cc(OC)cc(C2=Cc3ccccc3C(CC(=O)c3ccco3)N2c2ccc(-c3cccnc3)cc2)c1 (centres undefined),-1,4.8,·,·,-5,2.5,8,-3,·,-0.1
CC(=O)Oc1cc(O)c2c(=O)c(OC(C)=O)c(-c3ccc(OC(C)=O)c(OC(C)=O)c3)oc2c1,-16,2.1,-2,5,-39,·,-18,-11,1,-1.0
COc1ccc(S(=O)(=O)NNC(=O)C(=O)NNc2ccccn2)cc1,-5,0.1,0,1,9,0.2,3,-3,-16,0.2
O=C(/C=C/c1ccc(Cl)c(Cl)c1)Nc1cccnc1,-15,1.8,-2,-1,12,0.2,-5,-1,-10,0.6
CCOCC(=O)Nc1nnc(COC)s1,-1,-1.3,0,-2,8,0.1,-8,-1,-4,-0.7
O=C(COC(=O)CSc1ccc2ccccc2c1)NC1CCCC1,-1,0.2,-2,4,-7,0.5,0,-1,-4,-0.5
O=c1oc2ccc(Cl)cc2nc1/C=C(\O)c1ccco1,-13,-0.9,-24,1,133,2.2,0,-3,-14,-0.6
Cc1cccc(Cn2nc(C)cc2NC(=O)Cn2cc([N+](=O)[O-])cn2)c1,-9,-1.5,1,-1,-10,0.2,3,-3,-12,0.7
CCc1cc2c(CN3CCN(CC)CC3)cc(=O)oc2cc1O,-5,-28,-2,7,-3,1.8,-7,-3,-6,-0.3
CC1(C)CC(C#N)(N2CCOCC2)CCO1 (centres undefined),-2,-0.7,1,-5,1,0.0,-2,-2,-5,0.2
OCCNCc1cccc(OCc2ccccc2Cl)c1,-3,-0.4,1,1,12,-0.7,1,0,-6,0.5
# New compounds follow
SMILES,SUMO1-SIM PPI,LMPTP inh,STEP inh,DNMT1 inh,CendR NRP1 mod,MsrA inh,E coli Lon inh,MsrA act,Scp-1 inhibitor,TbMetRS inhib
Cc1cccc(CSc2nnc3c(n2)[nH]c2ccccc23)c1,9,-1.7,1,14,-9,-0.7,-3,-4,-8,-0.9
CC1(C)CC(NC(=O)C23CCC(C)(/C(=N/O)C2)C3(C)C)CC(C)(C)N1 (centres undefined),1,0.5,-3,1,-13,-0.5,0,-1,-2,-0.2
CCCCCN(C(=O)CCC(=O)OCC(=O)c1ccc(C(C)(C)C)cc1)c1c(N)n(CCCC)c(=O)[nH]c1=O,3,-1.3,-1,1,4,-1.6,0,-2,-1,-0.3
O=C(c1ccc2nc(N3CCOCC3)sc2c1)N1CCN(C(=O)c2ccco2)CC1,0,-0.6,-1,-1,5,-0.2,-1,-1,-7,-0.6
O=C(COC(=O)COc1ccccc1F)NCc1ccco1,-1,-0.9,-2,3,3,-0.3,1,-2,-10,0.2
CCOC(=O)c1c(S(=O)(=O)NCC(=O)NCc2ccccc2)c(C)n(C)c1C,-1,-0.5,-3,3,-2,0.3,1,-3,-5,0.0
O=C(O)C1CC(=O)N(Cc2cccs2)C1 (centres undefined),-3,-3.7,-3,5,-2,-1.1,-1,-10,5,-0.9
COc1ccc(S(=O)(=O)N(C)c2ccc(C(=O)Nc3c(C)n(C)n(-c4ccccc4)c3=O)cc2)cc1,-6,0.7,-2,1,0,-0.6,-9,-2,-5,-0.3
O=C(NN=C1CCCCCC1)c1ccc(Cl)s1,5,0.6,-5,2,0,-0.6,-1,-12,-6,-0.9
COc1ccc(CCNC(=O)COc2cc(O)c3c(c2)OC(C)(C)CC3=O)cc1OC,8,-0.9,2,1,5,0.7,-4,-2,1,0.9
CCc1cccc2c(C=C(C#N)C#N)cn(CC(=O)N3CCCCC3)c12,0,-1.2,-4,18,11,1.2,2,-2,3,-0.2
NC(=O)c1ccc(Nc2nc(C(N)COCc3ccccc3)cs2)cc1 (centres undefined),2,-0.5,2,-4,-2,1.6,-15,-3,·,-0.1
Cc1cccc(N(C(=O)c2snc(C(N)=O)c2N)C(C(=O)NC2CCCC2)c2ccco2)c1 (centres undefined),-11,1.2,2,-2,5,-0.7,2,-2,-10,-0.1
C/C(=N\NC(=O)CO/N=C(\C)c1cccs1)c1ccc(N)cc1,-2,-0.8,10,-1,-2,0.5,-1,-3,-4,0.2
CCOc1ccccc1NC(=O)n1ncc2c(C)cccc21,-3,1.8,0,5,2,-1.6,-8,-1,-13,-0.4
CC1(CCc2ccccc2)NC(=O)N(CC(=O)N2CCc3ccccc32)C1=O (centres undefined),2,0.2,-2,-3,-4,-0.4,3,-3,·,-0.2
COc1cccc(/C=N/NC(=O)c2ccoc2C)c1O,-11,-1.4,0,-1,-19,-0.1,0,-3,-7,-1.4
COc1ccc(C)cc1NC(=O)C(=O)c1cn(CC(=O)N2CCCC2)c2ccccc12,-10,4.9,2,-4,5,0.2,-4,-2,-22,0.3
CCOc1ccc(N2C(=O)CC(C(C)c3ccccc3)C2=O)cc1 (centres undefined),1,-0.8,0,-3,0,-0.5,0,4,-8,0.4
Cc1ccc(-n2nc3c(=O)n(CC(=O)NC(C)CCc4ccccc4)nc(C)c3c2C)cc1 (centres undefined),2,-0.7,-2,6,13,·,-2,-4,0,-0.2
O=C(CSc1nnc(SCc2cccc3ccccc23)s1)c1ccc2c(c1)OCO2,-1,1.0,7,-3,-12,-0.4,4,-1,-14,-0.2
Cc1[nH]c2ccccc2c1C1=CN2CCS(=O)(=O)N=C2S1,3,-0.6,-7,0,21,-0.1,-10,-4,-12,-0.5
COc1cc(NC(=O)Nn2cnnc2)cc(OC)c1OC,4,0.9,0,-1,-5,0.5,-1,-9,4,-0.8
COc1ccc(NC(=O)N(C)C[C@H]2Oc3ccc(NC(=O)CCN4CCOCC4)cc3C(=O)N([C@H](C)CO)C[C@@H]2C)cc1,3,0.2,-2,3,-8,-0.2,2,-14,5,-0.4
CCN1CCN(Cc2ccc(OCc3ccccc3)cc2)CC1,2,-2.1,-2,-1,1,-0.3,4,-3,3,-0.5
# (listing goes on)
SMILES,SUMO1-SIM PPI,LMPTP inh,STEP inh,DNMT1 inh,CendR NRP1 mod,MsrA inh,E coli Lon inh,MsrA act,Scp-1 inhibitor,TbMetRS inhib
COc1cccc(N2CCN(C(=O)c3cn(Cc4ccccc4)nc3-c3cccnc3)CC2)c1,-3,0.4,-4,1,1,0.6,-1,-2,-5,-0.2
Nc1ccc(Nc2ccc([N+](=O)[O-])cc2[N+](=O)[O-])cc1,-30,2.1,-3,23,2,3.8,2,-2,6,-0.2
Cc1ccc(N(CC(=O)NC2CCCC2)C(=O)CCC(=O)Nc2nccs2)cc1C,4,-1.0,1,-1,-1,-0.5,-2,0,-3,0.1
O=C(c1cnc(Cl)c(Cl)c1)N1CCC(Cc2ccccc2)CC1,7,-0.2,-3,3,0,-1.3,-6,-12,-1,-1.6
CCOCC(O)CSCc1ccc(Cl)cc1 (centres undefined),0,-0.3,-2,0,18,-0.4,6,-11,-5,-0.6
CCOC(=O)/C(=N\O)C1=NC(C)(C)Cc2ccccc21,1,-1.2,0,2,1,-1.2,1,-10,-3,-1.4
O=C(O)c1cc(-c2cccs2)nc2ccc(Br)cc12,-11,-0.6,-1,0,-2,2.4,-3,-2,·,-0.5
O=C(O)c1ccc(-c2nn3c(=O)cc(N4CCNCC4)nc3s2)cc1,2,-2.4,-2,0,-4,-0.2,2,-5,·,-1.3
